Autofluor 339 – intrinsic fluorescence of library compounds, ex339/em460 – biochemical, MLSMR library, data from DPM-DC assay, artefact control, profiling panel | fluorescence fold increase at 10 µM | 65,000 compounds, 5.5% hits | AID 709 | compound autofluorescence, ex339/em460 nm, NADH buffer; stronger effect = higher value; 1 = no-compound wells, NADH background;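 active = at 10 µM, mean starting fluorescence two-fold or more over control wells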;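 note: signal is the first read of a kinetic run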
D1 allo mod – allosteric modulators of human D1 dopamine receptor; 58,000 compounds, 5.9% hits; P21728; HEK293 D1, CRE-luciferase, dopamine EC30 potentiation; actives deviate in either direction; B-score at 10 µM;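 active = luminescence count or its row- and column-corrected plate score outside the 99.7% band of the plate's sample wells, on either side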
M1 ag – agonists of M1 muscarinic receptor. CHO-M1 cells, Fluo-4 calcium fluorescence, agonist mode; stronger effect = higher value. B-score at 10 µM. 64,000 compounds, 3% hits;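 active = fluorescence rise, raw or as B-score row- and column-corrected plate score, outside the 99.7% band of its plate's samples, either direction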
5HT1a ag – agonists of human 5-HT1a serotonin receptor; P08908; CHO 5-HT1a Ga15 NFAT-bla reporter, FRET ratio; 0% basal, 100% maximal reference agonist; activation, % at 10 µM; 65,000 compounds, 0.56% hits;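 active = activation above the screen-wide mean activation plus 3 SD, cut at about 19% in these data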;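 note: 0% = DMSO wells and 100% = 5-CT at EC100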
Hsp90 inh – displaces geldanamycin probe from tumor Hsp90 | NCI-N417 lysate Hsp90, Cy3B-geldanamycin FP displacement | 64,000 compounds, 0.35% hits | P07900 | inhibition, % at 30 µM;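 active = inhibition above 50%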;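 note: 0% = tracer plus lysate wells and 100% = tracer alone without lysate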
M1 antagonist – antagonists of rat M1 muscarinic receptor; CHO-M1 cells, Fluo-4 calcium, ACh EC80 antagonist mode; stronger effect = lower value; B-score at 10 µM; 64,000 compounds, 3.4% hits;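 active = calcium fluorescence response, raw or row-and-column corrected B-score, differing from the plate sample mean either way at a set confidence level, mostly lower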
NADH coupling – blocks coupling enzymes of NAD/NADH assays | coupled PK/LDH NADH assays, four targets | IC50, µM (series often up to 10 µM), without a hit: at the highest dose inhibition | 65,000 compounds, 0.02% hits;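 active = single-dose screening hits from any of four coupled enzyme assays that gave an IC50 when retested across doses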;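 note: the DPM-DC format reads NADH fluorescence rather than 340 nm absorbance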
E coli RNAP – blocks E. coli RNA polymerase transcription; P0A8V2; 62,000 compounds, 0.2% hits; fluorescence transcription assay; inhibition, %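 (tested at 10 µM)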; in the data active = inhibition above about 20%;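 note: 0% = enzyme without compound and 100% = no enzyme blank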
HER2 expr 66K – lowers expression of human Her2 kinase; P04626; SKBR-3 HER2 protein level, AlphaScreen, 18-24 h; stronger effect = lower value; HER2 level % of control, % at 10 µM; 65,000 compounds, 0.69% hits; AID 645;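 active = HER2 level under 5% of the carrier-only control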;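 note: 100% = DMSO carrier and 0% = 500 nM PU-H71 HSP90 inhibitor; lower value means stronger loss of Her2 protein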
The depositor's hits bear a star; nt = not tested or not shown; & = joins results of further samples; [ ] = remark or other dose. No enrichment for hits; 16% or so of the library scored in one or more.

SMILES	Autofluor 339	D1 allo mod	M1 ag	5HT1a ag	Hsp90 inh	M1 antagonist	NADH coupling	E coli RNAP	HER2 expr 66K
C=CCn1c(N)c(C(=O)NCC2CCCO2)sc1=S (centres undefined)	0.99	0.081	-0.018	-0.6	-1	0.42	4%	12	82
NC(=O)CN1CCN(C(=O)NC2CCCCC2)CC1	1.1	nt	-0.58	-0.6	-3	-0.04	1%	9	92
CC(c1ccccc1F)n1cc(C(=O)NCCc2ccco2)nn1 (centres undefined)	1.1	0.59	-0.86	-0.8	nt	0.045	2%	3	65
COc1cc(NS(=O)(=O)c2ccc(NS(=O)(=O)c3ccccc3)cc2)nc(OC)n1	1.1	0.017	-0.88	-1.9	-3	-0.021	1%	6	115
COc1ccc(C(c2nnnn2CCc2ccccc2)N2CCN(C)CC2)cc1OC (centres undefined)	1.1	-1.1	-0.71	-5.1	-1	0.3	6%	-2	99
CC(=O)[C@H]1[C@@H]2C(=O)N(c3cccc(Cl)c3)C(=O)[C@@H]2[C@H]2c3ccccc3C=CN21	1.2	nt	6.4*	-3.7	-4	-0.6	9%	8	77
CC(C)C(=O)Nc1nnc(Cc2ccccc2)s1	1.1	2	-0.5	-0.9	-7	0.76	3%	12	94
CC(=O)N1c2ccccc2C(=O)OC1c1cccnc1 (centres undefined)	1.1	-0.036	-0.25	-1.2	-3	0.26	6%	5	106
Cc1ccc(N(C(C)C(=O)N2CCCCC2)S(C)(=O)=O)cc1C (centres undefined)	1.1	0.23	0.45	-2.7	-1	-0.0044	0%	5	102
Cc1nn(C)c(C)c1CN(C)C(=O)c1cnn2c1NC(c1ccccc1)CC2C(F)(F)F (centres undefined)	1.1	-0.26	-3.3*	-1.2	1	-0.62	3%	5	106
CCNc1nc2c(c(=O)[nH]c(=O)n2C)n1CC(C)C	1	1.8	0.28	0.0	-1	-0.6	4%	4	94
Fc1ccccc1/C=N/n1cnnc1	1.1	nt	-0.29	2.1	-6	0.35	5%	4	133
COc1cc(C2C3=C(CC(C)(C)CC3=O)N(C)C(=O)N2C)cc(OC)c1OC (centres undefined)	1.1	-0.6	-0.79	0.8	nt	0.3	6%	1	84
COc1ccccc1NC(=O)NC(N)=O	1	nt	0.029	-1.1	-1	0.45	4%	6	69
Cc1cc(C(=O)Nc2ccc(S(=O)(=O)Nc3onc(C)c3C)cc2)c(C)o1	1.1	2.9*	0	-3.2	-1	0.89	2%	9	94

Structures listed so far with fluorine, in the order listed:
SMILES	Autofluor 339	D1 allo mod	M1 ag	5HT1a ag	Hsp90 inh	M1 antagonist	NADH coupling	E coli RNAP	HER2 expr 66K
CC(c1ccccc1F)n1cc(C(=O)NCCc2ccco2)nn1 (centres undefined)	1.1	0.59	-0.86	-0.8	nt	0.045	2%	3	65
Cc1nn(C)c(C)c1CN(C)C(=O)c1cnn2c1NC(c1ccccc1)CC2C(F)(F)F (centres undefined)	1.1	-0.26	-3.3*	-1.2	1	-0.62	3%	5	106
Fc1ccccc1/C=N/n1cnnc1	1.1	nt	-0.29	2.1	-6	0.35	5%	4	133

Next part:
SMILES	Autofluor 339	D1 allo mod	M1 ag	5HT1a ag	Hsp90 inh	M1 antagonist	NADH coupling	E coli RNAP	HER2 expr 66K
CCOC(=O)C1=C(C)NC(=O)NC1c1cc(Br)c(O)c(OC)c1 (centres undefined)	0.78&1	0.13	-0.71	-1.6&-4.2	-2&-4	0.0072	13%&9%	nt	108&104
Cc1onc(-c2ccccc2Cl)c1C(=O)Nc1ccc(-c2cn3cccnc3n2)cc1	5.2*	1.2	4.4*	-0.7	-2	0.42	9%[fluoresces]	-14	75
CC(=O)c1c(NC(=O)C(C)C)nc(C)nc1-c1ccccc1	1.1	2.5	-0.51	0.1	-3	-0.63	4%	7	84
Cc1n[nH]c(=O)nc1NCc1ccccc1	1	0.19	0.35	-1.9	-1	0.31	8%	4	83
Cc1cc(C(=O)COC(=O)CN(C)S(=O)(=O)c2ccc(Cl)cc2)c(C)n1CC1CCCO1 (centres undefined)	1.1	0.25	-0.55	-0.6	0	0.48	2%	7	78
Cc1ccc(-c2ccc(SCC(=O)Nc3nonc3C)nn2)cc1	0.99	-0.48	-0.37	-2.1	-2	-0.068	3%	1	85
CCOc1ccccc1NC(=O)c1cc(Cl)ccc1NC(=O)c1ccco1	1.1	-0.36	-0.026	-0.1	-1	-0.08	1%	5	68
O=S(=O)(c1ccc(Cl)s1)N1CCN(Cc2ccccc2)CC1	1	-0.018	0.84	-1.9	-1	0.1	4%	nt	75
Cn1c(=O)oc2cc(S(=O)(=O)N3CCC(N4CCCCC4)CC3)ccc21	1	0.48	-0.18	1.1	1	-0.12	5%	9	93
Nn1cnnc1SC1CCCCC1NS(=O)(=O)c1ccccc1 (centres undefined)	1.1	-0.21	0.3	-0.7	-7	1.3	4%	-3	136
O=S(=O)(c1ccc2ccccc2c1)n1cnc2ccccc21	1	0.79	0.52	-3.2	-2	-0.96	5%	7	81
COc1ccc(Cl)cc1NC(=O)c1cnc2sccn2c1=O	1.4	0.42	-1	1.6	-2	1.8	4%	-2	102
CN1CCN(C(=O)c2ccccc2N(Cc2ccccc2)S(C)(=O)=O)CC1	1	-0.024	-0.076	-0.3	-3	0.12	1%	7	69
O=C(CCN1C(=O)C2C3C=CC(C3)C2C1=O)N1CCN(c2cccc(Cl)c2)CC1 (centres undefined)	1	-0.13	-0.96	-0.8	0	-0.24	5%	2	85
COc1ccccc1Nc1nc(N)nc(CSc2nnc(C)s2)n1	1.1	1.7	-1.2	-1.1	-5	-0.87	5%	-6	155
CC(C)N1CCc2c(sc(NC(=O)c3ccc(S(=O)(=O)N4CCOCC4)cc3)c2C(N)=O)C1	1.1	nt	8.9*	-2.3	-3	-0.21	6%	3	97
Cc1cc(C(=O)NCCCn2ccnc2)sc1-c1ccccc1	1.5	-1.6	-1.3	-2.2	-21	-3.3*	7%	8	88
Cc1cc2c(C)nc(-c3ccccc3)nc2o1	1.1	nt	-0.42	-0.5	3	0.94	4%	nt	79
Cc1ccc(C2C(C(=O)c3cc4ccccc4o3)=C(O)C(=O)N2CCCN(C)C)cc1 (centres undefined)	1.1	0.24	-0.59	-1.9	-6	0.25	0%	8	110
Cc1cc(C)c(OCC(=O)Nc2ccc3c(c2)OCO3)cc1C	1	0.27	-0.65	0.0	-4	-0.19	2%	-4	95
COc1ccc(Cl)cc1C(=O)Nc1ccccc1N1CCN(C)CC1	1.1	-3.2	-0.02	0.8	1	0.53	8%	4	-18*
N=C1C(c2nc(-c3ccc(Cl)cc3)cs2)=C(O)CN1CCCN1CCOCC1	1	-1.5	0.54	-1.6	-3	-0.58	5%	13	98
CCOC(=O)CSc1nc2c(sc(=S)n2Cc2ccco2)c(=O)n1-c1ccccc1	1.1	4.5*	1.2	0.2	-5	-0.54	1%	-4	127
Cc1ccc(-c2nnn(CC(=O)Nc3ccc(S(=O)(=O)N4CCC(C)CC4)cc3)n2)cc1	1.1	-1.7	-1.3	12	-1	0.2	3%	4	102
Cc1ccc(NC(=O)NC(=O)CN2C(=O)NC3(CCCCCCC3)C2=O)c(C)c1	1.1	-0.012	-0.12	-1.0	-2	-2.2*	8%	5	111
Cc1c(C(=O)N2CCOCC2)sc2ncnc(N3CCc4ccccc4C3)c12	1.1	0.95	-0.75	-1.3	-1	-0.41	5%	2	89
COc1cc(-c2nnc(-c3ccncc3)o2)ccc1OCc1ccccc1	2.4*	0.043	1.2	3.7	0	-0.81	9%	8	55
Cc1ncoc1C(=O)Nc1cccc(Cl)c1C	0.98	-0.23	-0.17	-1.0	-3	0.47	3%	-8	102
Cn1c(-c2ccc3c(c2)OCO3)cnc1NCc1ccc(Cl)cc1	1.2	-4.3*	-0.64	-1.7	-6	-6.6*	16%	4	96
O=C(COC(=O)c1cccc(NC(=O)c2ccco2)c1)c1ccc(Br)cc1	1.1	-0.29	-0.4	-2.0	-2	0.029	0%	5	109
COc1cc(C)nc(Oc2ccc(/C=N/O)cc2)n1	1.1	2.2	0.83	-1.4	-3	0.18	3%	6	75
CCS(=O)(=O)n1nc(-c2ccc(C)cc2)nc1N	1.1	2.9	2.1	-2.9	-2	0.24	5%	13	108
CCCC(=O)Nc1nnc(Cc2ccccc2)s1	0.89	1.6	0.0016	-3.3	1	0.29	5%	2	98
CC(=O)N1CCc2cc(S(=O)(=O)NCCN3CCC(C)CC3)ccc21	1.1	nt	-0.3	1.6	-5	0.18	4%	13	86
COc1cc(C2c3c(oc4c(C)cc(C)cc4c3=O)C(=O)N2Cc2cccnc2)ccc1O (centres undefined)	1	11*	-0.049	1.9	5	-0.41	3%	9	80
Nc1nnc(SCc2coc(-c3ccc(Cl)cc3)n2)s1	1.1	nt	-0.72	-2.6	-2	-1.2	4%	6	122
CC1=C(C(=O)OCC(C)C)C(c2cc3c(cc2Br)OCO3)NC(=O)N1C (centres undefined)	1	-0.097	1.5	-0.5	-5	0.63	3%	4	74
Cc1cccc(CSC2=NCCN2C(=O)C2CC2)c1	0.95	0.77	-0.35	-0.7	-2	-0.18	6%	2	26
CS(=O)(=O)N1CCCC(C(=O)NCCc2ccc(Cl)cc2)C1 (centres undefined)	0.86	0.37	0.45	-3.7	0	0.37	14%	3	94
COC(=O)C1=C(C)N(CCc2ccccc2)C(=O)C1	1.1	-0.12	-0.7	-2.3	-3	0.0035	5%	2	102
CC1(C)C2CC=C(/C=N/n3cnnc3)C1C2 (centres undefined)	1.1	-0.43	-0.71	0.2	nt	-0.35	3%	12	71
COCCn1c(-c2cc(OC)c(OC)c(OC)c2)nc2nc3ccccc3nc21	1.1	-1.1	-0.63	1.6	0	-0.54	0%	6	81
Cc1oc2cc3c(C(=O)N4CCN(C)CC4)c(C)oc3cc2c1C(=O)N1CCN(C)CC1	1	nt	-0.39	-0.2	21	-0.083	12%	4	108
CCC(C)(C)n1c(=O)[nH]c2c(c1=O)CCC2	1.1	4.3*	-0.33	-1.0	-3	0.33	9%	2	97
O=c1c2ccccc2ncn1Cc1nc2ccccc2s1	1.1	0.025	-1.1	0.8	nt	0.72	2%	2	65
CN(C)/C=N/c1c(C(=O)NCc2ccccc2)nnn1Cc1ccccc1	1.1	0.039	-0.33	-1.7	-1	-0.008	5%	-8	111
CC(C)c1cc(C(F)(F)F)n2nc(C(=O)Nc3ccc4c(c3)OCO4)cc2n1	1	0.33	-1.5	1.3	-2	-0.59	6%	5	82
CCCCOC(=O)Nc1ccc(S(=O)(=O)Nc2nc(C)cc(C)n2)cc1	1.1	5.6	0.68	5.6	-3	-0.29	3%	4	95
CS(=O)(=O)C1=C(O)C(=O)N(c2ccccc2)C1c1ccccc1 (centres undefined)	0.95	-0.35	-0.21	0.4	0	0.24	5%	4	97
CCc1cccc(C)c1NC(=O)c1cccc(N(C)C)c1	1.6	1.9	0.71	-5.7	-3	-0.066	7%	3	75
Cc1cccc(N2CCN(C(=O)c3cc4c(=O)n(C)c5ccccc5c4n3C)CC2C)c1 (centres undefined)	1.1	-4.8*	5.5*	0.7	-3	-0.023	5%	2	61
O=C(NCCC1=CCCCC1)C1CCN(S(=O)(=O)c2cccc3nsnc23)CC1	1.1	-1.2	-0.18	0.0	0	-0.16	4%	7	147
O=C(CCC1CCCCC1)Nc1c2c(nn1-c1ccc(F)cc1)CS(=O)(=O)C2	1.1	-0.83	0.087	1.9	-3	-0.21	6%	-5	115
CC1CC(C)CN(Cc2nc3c(c(=O)n(C)c(=O)n3C)n2Cc2ccccc2Cl)C1 (centres undefined)	1	0.0026	-2.1e-05	-2.4	-4	0.59	2%	-12	111
CCCCC(C(=O)O)C(C)CC(=O)Nc1cccc(C(=O)O)c1 (centres undefined)	1.1	nt	-0.78	-1.8	-2	0.12	1%	3	-22*
CCOC(=O)CSc1nnc(CNC(=O)c2cccs2)n1-c1cc(C)ccc1C	1	0.042	1.3	0.7	-6	-0.65	7%	5	93
OCCOCCNc1ncnc2nc[nH]c12	1	-0.38	1.5	-2.0	-2	-0.027	11%	5	95

Bioassay records as filed in PubChem BioAssay.
